D2 antag – antagonists of human D2 dopamine receptor; AID 485344; actives 2% (n = 340,000); inhibition, % at 10 µM; HEK293 TREx D2 cells, calcium flux, dopamine EC80; in the data active = inhibition above about 30%; also: 0% is about no effect
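Read-out: kinetic calcium fluorescence (1 cycle/s) in inducible HEK293 T-REx D2 cells after an EC80 dopamine addition that followed 180 s compound preincubation. Loss of the dopamine response indicates antagonism.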
ERG-DNA inh – ERG Ets/DNA interaction inhibition; fluorescence polarization, His-ERG Ets domain / labelled DNA; Potency, µM (top dose mostly 76.9 µM), for the others: top-dose FP activity, negative = inhibition, actives largely listed as inhibitors; actives 0.028% (n = 370,000); active = well fitted inhibition curve with a large enough effect in the polarisation, with a control signal flat; inconclusive = small, poorly fitted or top-dose-only effect, or effect the other way, or a change in a side signal; inactive = no such curve, though single readings can be large or run the other way; the % refers to the polarisation;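 also: polarization taken with two DNA probes labelled with fluorescein and Texas red; potency is read from the fitted curve at half-maximal effect; % of control where 0% means no effect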
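His-tagged ERG Ets domain (1 uM in the protein solution; 300mM KCl, 50mM Tris-HCl, 1mM EDTA, 1mM DTT, pH 7.5) received compound, then a probe mix of 5 nM fluorescein-DNA and 100nM Texas-615-DNA. Fluorescence polarization was read for both dyes.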
RGS4 inhibitor – inhibitors of human regulator of G protein signaling 4; Transcreener GDP fluorescence polarization, RGS4-accelerated GTP hydrolysis; AID 504845; P49798; Potency, µM (series often up to 114 µM), for the others: at the top dose activity change, negative = inhibition, most hits filed as inhibitors; actives 0.039% (n = 390,000); also: potency is read from the fitted curve at half-maximal effect; % is scaled to controls: 0 for no effect and ±100 for the full control effect; nearly all actives have a fitted effect of over 75% in size; some results filed as inactive show a strong effect at the top dose
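MLSMR compounds (23 nl, pin-transferred) preincubated 10 min at room temperature with a 500nM (2x) first reagent, then RGS4 at 900nM (2x) plus Transcreener GDP mix added; fluorescence polarization (620/688 nm) read before and after 90 min at 30 °C.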
LDHA inh – LDHA (human) enzyme inhibition. P00338. purified LDHA, NADH/diaphorase-resazurin fluorescence; stronger effect = lower value. activity change, % (values are at about 110 or 230 µM). actives 0.15% (n = 480,000); in the data active = activity change below about -30%; inconclusive = mostly about -25% to -30%;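 also: plate controls were DMSO wells for no effect and wells without enzyme for full effect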
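Remaining NADH was detected by diaphorase (0.133 mg/mL) converting 37 µM resazurin to fluorescent resorufin, read at 0 and 20 minutes. The preceding 5-minute room-temperature reaction used 2 nM LDHA, 0.2 mM sodium pyruvate and 0.06 mM NADH at pH 7.4.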
Vif-A3F inh – Vif-A3F binding inhibition | Potency, µM (titrated, usually from 46.1 µM), without a hit: top-dose activity, negative = active | HeLa A3F-eYFP + Vif (tagged APOBEC3F with the HIV-1 protein that degrades it), YFP fluorescence increase | actives 0.2% (n = 390,000) | AID 602313; also: potency is read from the fitted curve at half-maximal effect; % of control where 0% means no effect; nearly all actives have a fitted effect of over 65% in size
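HeLa cells stably expressing Vif plus C-terminally eYFP-tagged A3F were seeded, incubated overnight at 37 deg C, dosed with compound, incubated overnight again at 37 deg C. Yellow fluorescence (Ex 488/Em 500-530) reported blocked Vif-mediated A3F-eYFP degradation.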
D2 agonist – D2 dopamine receptor (human) agonism | P14416 | activation, % at 2 µM | HEK293 T-REx D2 cells, calcium flux agonist mode | actives 0.53% (n = 340,000);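 active = activation over 3 SD above normal in the single-dose calcium agonist read, cut at about 30% in these data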; also: 0% is about no effect
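In this primary screen, compounds producing a positive calcium signal within 180 s of addition to tetracycline-induced, force-coupled HEK293 Trex D2 cells are flagged; cells are dye-loaded with a no-wash calcium kit beforehand.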
Vif-APOBEC3G blk – inhibitors of Vif-APOBEC3G interaction. Q9HC16. HeLa A3G-eYFP + Vif (tagged APOBEC3G with the HIV-1 protein that degrades it), YFP fluorescence, overnight. Potency, µM (titrated, usually from 46.1 µM), for inactives: at the highest dose activity, negative = active, most hits filed as inhibitors. actives 0.076% (n = 410,000). AID 602310;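 also: potency is read from the fitted curve at half-maximal effect; % is scaled to controls: 0 for no effect and ±100 for the full control effect; nearly all actives have a fitted effect of over 60% in size; hits raise eYFP signal because A3G escapes Vif-driven loss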
Target sequence (Q9HC16 whole entry, looked up): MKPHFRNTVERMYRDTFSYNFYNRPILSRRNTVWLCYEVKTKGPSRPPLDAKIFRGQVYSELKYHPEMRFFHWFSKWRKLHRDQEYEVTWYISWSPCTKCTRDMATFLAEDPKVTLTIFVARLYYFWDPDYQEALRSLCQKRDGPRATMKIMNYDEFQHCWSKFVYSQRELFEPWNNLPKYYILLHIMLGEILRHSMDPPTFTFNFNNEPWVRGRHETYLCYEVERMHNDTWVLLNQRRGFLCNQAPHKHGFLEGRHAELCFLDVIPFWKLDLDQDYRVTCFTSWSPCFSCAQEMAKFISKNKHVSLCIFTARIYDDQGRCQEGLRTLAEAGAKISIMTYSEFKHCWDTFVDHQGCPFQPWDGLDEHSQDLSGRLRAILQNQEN
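Read-out is eYFP fluorescence (Ex 488/Em 500-530) from Vif-expressing HeLa A3G-eYFP cells; more signal means A3G escaped Vif-mediated degradation. Cells plated overnight, compound pinned in, incubated overnight at 37 deg C.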
Glioma ERSR ind – induces the endoplasmic reticulum stress response in human glioma cells; U87-MG GRP78 promoter luciferase reporter, 16 h; Potency, µM, for the others: top-dose activation, actives largely listed as activators; actives 0.02% (n = 420,000); AID 602332; also: potency is read from the fitted curve at half-maximal effect; series mostly up to about 76 µM; % of control where 0% means no effect; nearly all actives have a fitted effect of over 35% in size
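Stably transfected U87-MG human glioma cells carrying a GRP78-based luminescent sensor were seeded at 1000 cells/well, pin-dosed with compounds and incubated 16 h. Luciferase reagent was then added, and end-point luminescence was read after 10 min at room temperature.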
ALOX12 inh – ALOX12 (human) lipoxygenase inhibition. P18054. purified 12hLO, xylenol orange hydroperoxide absorbance. Potency, µM (doses to about 108 µM), inactives show at the top dose activity change, negative = inhibition, hits mostly inhibitors. actives 1.1% (n = 580,000). AID 1671190; also: potency is read from the fitted curve at half-maximal effect; % is scaled to controls: 0 for no effect and ±100 for the full control effect
Target sequence (P18054 whole entry, looked up): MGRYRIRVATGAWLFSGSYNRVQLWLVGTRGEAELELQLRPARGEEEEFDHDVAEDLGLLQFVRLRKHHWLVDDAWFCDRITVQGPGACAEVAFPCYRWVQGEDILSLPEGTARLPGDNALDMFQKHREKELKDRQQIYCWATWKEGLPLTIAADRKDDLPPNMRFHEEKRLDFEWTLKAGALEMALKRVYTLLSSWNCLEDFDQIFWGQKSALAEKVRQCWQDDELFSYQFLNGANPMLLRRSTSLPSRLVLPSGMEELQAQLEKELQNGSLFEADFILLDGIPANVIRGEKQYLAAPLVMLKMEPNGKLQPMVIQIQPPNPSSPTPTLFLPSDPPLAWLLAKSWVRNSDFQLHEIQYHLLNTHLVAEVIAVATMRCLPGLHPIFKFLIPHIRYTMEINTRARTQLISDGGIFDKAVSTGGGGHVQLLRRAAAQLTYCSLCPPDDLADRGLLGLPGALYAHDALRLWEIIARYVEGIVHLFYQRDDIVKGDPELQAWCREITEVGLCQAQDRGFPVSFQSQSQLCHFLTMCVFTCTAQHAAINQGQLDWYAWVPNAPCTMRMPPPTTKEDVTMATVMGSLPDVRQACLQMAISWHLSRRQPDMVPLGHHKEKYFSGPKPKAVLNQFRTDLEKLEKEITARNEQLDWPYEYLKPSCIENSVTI
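Purified human 12hLO at 150 nM in 25 mM Hepes, 0.01% Triton X-100, pH 7.0, preincubated 15 min at room temperature with compound. Reaction started with 40 uM arachidonic acid, 30 min at room temperature. Hydroperoxide measured by Fe-xylenol orange, 573/405 nm absorbance ratio.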
An asterisk follows results filed as active; [ ] = another dose, or the depositor's remark. Unless noted, calls follow the shape of the dose curve; as a rule, active = well fitted curve in the direction sought with a large enough effect; inconclusive = small, poorly fitted or top-dose-only effect, or another doubt; inactive = no such curve, though single readings can be large; an effect the other way counts as inactive or inconclusive. Not all compounds are listed. The share of hits here may be higher or lower than overall.

For COc1cccc(CNc2ncnc3onc(C)c23)c1 the results were ERG-DNA inh 2%, RGS4 inhibitor 6%, LDHA inh -11, Vif-A3F inh 1%, D2 agonist 0.0, Vif-APOBEC3G blk 3%, Glioma ERSR ind -4% and ALOX12 inh -24%.
Cc1ccc2nc(-c3cccnc3SCC(=O)N3c4ccccc4CC3C)[nH]c2c1 (configuration not stated) was read as D2 antag -5, ERG-DNA inh 8%, RGS4 inhibitor -15%, LDHA inh 0, Vif-A3F inh 0%, D2 agonist 0.1, Vif-APOBEC3G blk -9%, Glioma ERSR ind 8% and ALOX12 inh 2%.
For CC1(C)CC(=O)C(C=Nc2ccc3[nH]ncc3c2)=C(O)C1 the results were D2 antag -1, RGS4 inhibitor -16%, LDHA inh 13, Vif-A3F inh -7%, D2 agonist 0.0, Vif-APOBEC3G blk 1%, Glioma ERSR ind 0% and ALOX12 inh 26%.
Screening CCN1C(=O)c2ccccc2Sc2ccc(NC(=O)c3ccc(Cl)cc3)cc21 returned ERG-DNA inh 5%, RGS4 inhibitor -37%, LDHA inh -3, Vif-A3F inh -1%, D2 agonist 0.7, Vif-APOBEC3G blk -1%, Glioma ERSR ind -4% and ALOX12 inh -4%.
For Cc1ccc(CNC(=O)C2CCCN(c3nc4ccsc4c(=O)s3)C2)cc1 (configuration not stated) the results were D2 antag 3, ERG-DNA inh -2%, RGS4 inhibitor 2%, LDHA inh -7, Vif-A3F inh 5%, D2 agonist 0.3, Vif-APOBEC3G blk 0%, Glioma ERSR ind 1% and ALOX12 inh -20%.
For Cc1csc(SCC(=O)Nc2cc([N+](=O)[O-])ccc2F)n1 the results were D2 antag 6, ERG-DNA inh 9%, RGS4 inhibitor 2%, LDHA inh -6, Vif-A3F inh -8%, D2 agonist 0.0, Vif-APOBEC3G blk inconclusive, Glioma ERSR ind -5% and ALOX12 inh -2%.
For CC(C)(C)NC(=O)CN(Cc1cccs1)C(=O)c1csnn1 the results were D2 antag 9, ERG-DNA inh 6%, RGS4 inhibitor -33%, LDHA inh 0, Vif-A3F inh -6%, D2 agonist 0.3, Vif-APOBEC3G blk 3%, Glioma ERSR ind -3% and ALOX12 inh 0%.
CCCCn1c(=O)c(-c2ccccc2)c(O)c2ccccc21 was read as D2 antag 3, ERG-DNA inh 3%, RGS4 inhibitor 3%, LDHA inh -2, Vif-A3F inh -5%, D2 agonist -0.3, Vif-APOBEC3G blk -3%, Glioma ERSR ind 3% and ALOX12 inh 0%.
For Cc1cccc(OCC(=O)N2CCN(C(=O)c3ccco3)CC2)c1 the results were D2 antag -2, ERG-DNA inh 10%, RGS4 inhibitor 16%[11.4 µM], LDHA inh -17, Vif-A3F inh -1%, D2 agonist -0.3, Vif-APOBEC3G blk 2%, Glioma ERSR ind -2% and ALOX12 inh 3%.
For Cc1cnc(NC(=O)CCN2C(=O)C3CCCCC3C2=O)s1 (configuration not stated) the results were D2 antag -18, ERG-DNA inh -12%, RGS4 inhibitor 9%, LDHA inh -1, Vif-A3F inh 14%, D2 agonist 0.2, Vif-APOBEC3G blk 1%, Glioma ERSR ind -2% and ALOX12 inh 7%.
O=C1C=C(c2ccccc2)OC(c2ccccc2)O1 (configuration not stated) was read as D2 antag -6, ERG-DNA inh -4%, RGS4 inhibitor -32%, LDHA inh -2, Vif-A3F inh -17%, D2 agonist 0.5, Vif-APOBEC3G blk 0%, Glioma ERSR ind -2% and ALOX12 inh 0%.
CCC(C)n1c(SCc2ccc(F)cc2Cl)nc2ccsc2c1=O (configuration not stated) was read as ERG-DNA inh 3%, RGS4 inhibitor -18%, LDHA inh 3, Vif-A3F inh -19%, D2 agonist 1.1, Vif-APOBEC3G blk -15%, Glioma ERSR ind 0% and ALOX12 inh inconclusive.

Next section, overlapping the part above by two compounds.
O=C1C=C(c2ccccc2)OC(c2ccccc2)O1 (configuration not stated) was read as D2 antag -6, ERG-DNA inh -4%, RGS4 inhibitor -32%, LDHA inh -2, Vif-A3F inh -17%, D2 agonist 0.5, Vif-APOBEC3G blk 0%, Glioma ERSR ind -2% and ALOX12 inh 0%.
CCC(C)n1c(SCc2ccc(F)cc2Cl)nc2ccsc2c1=O (configuration not stated) was read as ERG-DNA inh 3%, RGS4 inhibitor -18%, LDHA inh 3, Vif-A3F inh -19%, D2 agonist 1.1, Vif-APOBEC3G blk -15%, Glioma ERSR ind 0% and ALOX12 inh inconclusive.
Screening Cc1cccc(-c2noc(CCCC(=O)NCc3ccco3)n2)c1 returned ERG-DNA inh 6%, RGS4 inhibitor -11%, LDHA inh -12, Vif-A3F inh -3%, D2 agonist -0.4, Vif-APOBEC3G blk 8%, Glioma ERSR ind -5% and ALOX12 inh inconclusive.
C=CCOn1c(C)c(C(C)=O)c2c3nonc3ccc21 was read as D2 antag -21, ERG-DNA inh -2%, RGS4 inhibitor -16%, LDHA inh -5, Vif-A3F inh -4%, D2 agonist -0.1, Vif-APOBEC3G blk 6%, Glioma ERSR ind -5% and ALOX12 inh 432%[activator].
For CC(=O)c1ccc(S(=O)(=O)Nc2ccc(C(=O)NC3CC3)cc2)cc1 the results were D2 antag 7, ERG-DNA inh -3%, RGS4 inhibitor 10%, LDHA inh -9, Vif-A3F inh 1%, D2 agonist 1.3, Vif-APOBEC3G blk 0%, Glioma ERSR ind -3% and ALOX12 inh -6%.
COc1ccc(/C=C(/NC(=O)c2ccccc2)C(=O)NC(Cc2c[nH]c3ccccc23)C(=O)O)cc1 (configuration not stated) was read as D2 antag 12, ERG-DNA inh -8%, RGS4 inhibitor -12%, LDHA inh 1, Vif-A3F inh 1%, D2 agonist -1.6, Vif-APOBEC3G blk -1%, Glioma ERSR ind -5% and ALOX12 inh inconclusive.
For CCc1ccc(OCc2nc(-c3ccc(OC)cc3)no2)c(Br)c1 the results were ERG-DNA inh 3%, RGS4 inhibitor 14%, LDHA inh -1, Vif-A3F inh 6%, D2 agonist 1.5, Vif-APOBEC3G blk -1%, Glioma ERSR ind 1% and ALOX12 inh -4%.
COc1ccccc1Oc1ccnc2cc(Cl)ccc12 was read as D2 antag -10, ERG-DNA inh -7%, RGS4 inhibitor -31%, LDHA inh 4, Vif-A3F inh 2%, D2 agonist 0.2, Vif-APOBEC3G blk -11%, Glioma ERSR ind -1% and ALOX12 inh -13%.
For O=C(NCCc1ccccc1)C(=O)c1c(-c2ccccc2)cc2ccccn12 the results were D2 antag -21, ERG-DNA inh -7%, RGS4 inhibitor 8%, LDHA inh -1, Vif-A3F inh -2%, D2 agonist 0.2, Vif-APOBEC3G blk -4%, Glioma ERSR ind -6% and ALOX12 inh -2%.
Screening CC(C)(C)NC(=O)C(c1ccc(Cl)cc1)N(Cc1ccco1)C(=O)CCl (configuration not stated) returned D2 antag 23, ERG-DNA inh 4%, RGS4 inhibitor -41%, LDHA inh 2, Vif-A3F inh 4%, D2 agonist 0.9, Vif-APOBEC3G blk -8%, Glioma ERSR ind -2% and ALOX12 inh inconclusive.
O=C(Cc1ccccc1[N+](=O)[O-])OCN1C(=O)c2ccccc2C1=O was read as ERG-DNA inh 11%, RGS4 inhibitor 3%, LDHA inh -2, Vif-A3F inh 7%, Vif-APOBEC3G blk -1% and Glioma ERSR ind 9%.
For COc1cccc2cc(C(=O)NC3CC4CCC3C4)oc12 (configuration not stated) the results were D2 antag -1, ERG-DNA inh 2%, RGS4 inhibitor 2%, LDHA inh -1, Vif-A3F inh 2%, D2 agonist -1.9, Vif-APOBEC3G blk -1%, Glioma ERSR ind 4% and ALOX12 inh 0%.
For O=C(NCc1ccc2c(c1)OCO2)c1cccc(C(=O)NCc2ccc3c(c2)OCO3)c1 the results were D2 antag -12, ERG-DNA inh 0%, RGS4 inhibitor -40%, LDHA inh -5, Vif-A3F inh 0%, D2 agonist 1.1, Vif-APOBEC3G blk 0%, Glioma ERSR ind -1% and ALOX12 inh 2%.
NC(=O)NC(CC(=O)N1CCc2ccccc2C1)c1ccc(Cl)cc1 (configuration not stated) was read as D2 antag 8, ERG-DNA inh 11%, RGS4 inhibitor 7%, LDHA inh -5, Vif-A3F inh 2%, D2 agonist 0.3, Vif-APOBEC3G blk -6%, Glioma ERSR ind 0% and ALOX12 inh 7%.
Screening O=C(Nc1cccc(C(F)(F)F)c1)c1cnccn1 returned D2 antag 7, ERG-DNA inh 1%, RGS4 inhibitor 11%, LDHA inh -12, Vif-A3F inh -3%, D2 agonist 0.7, Vif-APOBEC3G blk 6%, Glioma ERSR ind 4% and ALOX12 inh 4%.
For Cc1ccccc1CNC(=O)c1ccccc1NS(C)(=O)=O the results were D2 antag -18, ERG-DNA inh 18%, RGS4 inhibitor 5%, LDHA inh -7, Vif-A3F inh -5%, D2 agonist -1.6, Vif-APOBEC3G blk 0%, Glioma ERSR ind 0% and ALOX12 inh -23%.
Screening COc1ccc(-c2cc(-c3n[nH]c(=S)n3-c3ccccc3OC)[nH]n2)cc1 returned D2 antag -8, RGS4 inhibitor -48%, LDHA inh -2, Vif-A3F inh 0%, D2 agonist 0.1, Vif-APOBEC3G blk -5%, Glioma ERSR ind -2% and ALOX12 inh inconclusive.
